# SENP1 inh: SENP1 (human) catalytic domain inhibition. Q9P0U3. recombinant SENP1 catalytic domain, CyPet-SUMO1-YPet FRET cleavage. inhibition, % at 10 µM. 0.21% of 360,000 active;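 active = inhibition at least 30% at 10 µM, raw YFP signal under a set limit, fluorescence ratio 0.5 to 1.5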;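 note: 0% = enzyme with DMSO and 100% = no enzyme wells; some results filed as inactive read as strong as hits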
# Target sequence (Q9P0U3 419-644 limits assumed): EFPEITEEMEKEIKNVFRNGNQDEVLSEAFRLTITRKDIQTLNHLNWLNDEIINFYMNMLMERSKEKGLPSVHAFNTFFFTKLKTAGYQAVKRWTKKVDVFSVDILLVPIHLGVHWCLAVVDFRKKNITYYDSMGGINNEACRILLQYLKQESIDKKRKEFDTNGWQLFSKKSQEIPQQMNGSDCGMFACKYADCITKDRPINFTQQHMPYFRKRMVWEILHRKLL
#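 Compound: 10 µM single point, 0.5% DMSO; Test system: hSENP1 catalytic domain, recombinant; Timing: 50 min reaction at room temperature; Technique: FRET, CFP and YFP emission; Control set: no-enzyme wells low, DMSO-plus-enzyme wells high control.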
# SENP8 block-1: SENP8 (human) protease inhibition. AID 602440. 0.64% of 360,000 active. recombinant SENP8, Nedd8 substrate fluorescence. inhibition, % at 20 µM. Q96LD8; in the data active = inhibition mostly above about 40%, no sharp cut-off; inactive = mostly below about 27%
# Apaf1 inhib: inhibitors of human Apaf-1 apoptosome; reconstituted apoptosome caspase-3 activity, DEVD-Rh110 fluorescence; O14727; inhibition, % at 20 µM; 0.71% of 330,000 active; active = inhibition of at least 40% at 20 µM;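 note: plate controls were DMSO wells for no effect and DEVD-CHO caspase inhibitor wells for full effect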
#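 Assay system: Apoptosome proteins | Medium: pH 7.5 Hepes buffer with CHAPS, BSA, DTT | Also added: Cytochrome c and DEVD-Rh110 substrate | Times: 30 min plus 50 min, RT | Detection: Rhodamine 110 fluorescence at Ex 480/Em 540 nm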
# SENP8 block-2: inhibitors of human SENP8 protease | inhibition, % at 10 µM | Q96LD8 | 1.2% of 330,000 active | purified SENP8, Z-RLRGG-aminoluciferin cleavage, luminescence | AID 2540; in the data active = inhibition above about 50%
# PfG6PD inh: PfG6PD (Plasmodium falciparum) enzyme inhibition; AID 504690; inhibition, % at 20 µM; 0.78% of 350,000 active; PfGluPho enzyme, NADPH resazurin-diaphorase fluorescence;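 active = inhibition reaching at least a set limit at 20 µM in the primary screen, cut at about 59% in these data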;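 note: 0% = DMSO wells with substrate and 100% = DMSO wells lacking glucose-6-phosphate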
# NLRP3 yeast inh: blocks the NALP3 inflammasome reconstituted in yeast. Yeast reconstituted NLRP3/ASC/caspase-1, beta-gal luminescence, 24 h. inhibition, % at 10 µM. 0.39% of 330,000 active. AID 2825;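 active = inhibition of 50% or more; inactive = inhibition below 50%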;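 note: plate controls were induced DMSO wells for no effect and uninduced yeast grown without galactose for full effect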
# HKDC1 inhibitor: inhibitors of human hexokinase HKDC1 | Q2TB90 | inhibition, % at 20 µM | recombinant HKDC1, G6PDH/diaphorase resazurin coupled fluorescence | AID 493160 | 0.16% of 340,000 active;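 active = inhibition above about 35% when tested at 20 µM, limit read from the data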;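 note: plate controls were DMSO wells with enzyme for no effect and DMSO wells lacking enzyme for full effect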
#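 Test system: HK5 enzyme. Quantity: 5 µg/mL HK5 final. Reagent: glucose and ATP substrates. Schedule: 90 min reaction incubation at room temperature, dark. Technique: resazurin-to-resorufin fluorescence via G6PDH and diaphorase coupling, 525/613 nm. Control set: DMSO wells with and without enzyme mix.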
# SENP6 block: inhibitors of human SENP6 protease; inhibition, % at 10 µM; 1.8% of 330,000 active; Q9GZR1; Recombinant SENP6 catalytic domain, aminoluciferin luminescence; AID 2599;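 active = inhibition above about 50% at the single tested dose, limit read from the data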;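 note: plate controls were DMSO wells with enzyme for no effect and DMSO wells lacking enzyme for full effect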
# Target sequence (Q9GZR1 628-1112 limits assumed): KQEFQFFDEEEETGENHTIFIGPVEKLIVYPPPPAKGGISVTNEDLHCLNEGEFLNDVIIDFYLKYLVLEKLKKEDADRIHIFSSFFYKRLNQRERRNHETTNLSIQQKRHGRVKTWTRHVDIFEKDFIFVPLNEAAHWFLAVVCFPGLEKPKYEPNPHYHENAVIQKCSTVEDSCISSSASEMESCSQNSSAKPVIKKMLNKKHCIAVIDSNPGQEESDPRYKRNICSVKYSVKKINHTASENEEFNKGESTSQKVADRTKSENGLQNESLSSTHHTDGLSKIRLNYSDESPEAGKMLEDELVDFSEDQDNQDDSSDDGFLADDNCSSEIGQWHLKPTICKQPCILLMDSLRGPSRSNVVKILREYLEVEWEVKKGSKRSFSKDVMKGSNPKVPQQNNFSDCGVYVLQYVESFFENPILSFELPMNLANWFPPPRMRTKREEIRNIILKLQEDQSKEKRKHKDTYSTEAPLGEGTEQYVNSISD
# SENP7 block: SENP7 protease inhibition | 1.5% of 330,000 active | inhibition, % at 5 µM | recombinant SENP7, Z-RLRGG-aminoluciferin luminescence, 40 min | Q9BQF6;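 active = inhibition above about 50% at the single test dose, limit read from the data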;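 note: plate controls were DMSO with enzyme for no effect and no enzyme buffer wells for full effect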
# Target sequence (Q9BQF6 706-1050 limits assumed): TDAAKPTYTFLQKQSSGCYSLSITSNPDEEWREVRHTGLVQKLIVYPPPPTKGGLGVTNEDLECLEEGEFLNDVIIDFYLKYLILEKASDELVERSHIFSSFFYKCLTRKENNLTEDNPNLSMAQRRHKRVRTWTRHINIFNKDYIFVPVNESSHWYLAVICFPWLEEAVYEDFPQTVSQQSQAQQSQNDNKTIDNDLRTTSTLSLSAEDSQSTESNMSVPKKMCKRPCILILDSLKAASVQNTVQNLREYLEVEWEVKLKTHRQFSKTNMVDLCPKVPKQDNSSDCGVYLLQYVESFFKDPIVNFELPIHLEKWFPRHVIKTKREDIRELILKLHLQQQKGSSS
# * hit, by the source's call; nt = no result given. Rows are unselected. Share with any hit: about 4.1%.
SMILES,SENP1 inh,SENP8 block-1,Apaf1 inhib,SENP8 block-2,PfG6PD inh,NLRP3 yeast inh,HKDC1 inhibitor,SENP6 block,SENP7 block
CCOc1ccc(NC(=O)C2CCN(C(=O)NCc3ccccc3)CC2)cc1,1,12,-4,-1,-11,11,2,-8,-2
Cc1[nH]c2ccccc2c1CCO,-13,-63,-2,-3,-10,7,9,-14,5
CCCn1c(N2CCN(C(=O)N3CCCCC3)CC2)nc2ccccc21,2,13,5,-6,-10,2,-1,-7,1
CCOC(=O)N1CCN(C(=O)CSc2nnc(Cc3ccccc3)o2)CC1,3,0,-9,0,-14,8,-1,-7,2
CCC(C)(C)C1CCc2c(sc(NC(=O)c3ccoc3C)c2C(N)=O)C1 (stereo not given),-4,-459,-2,-1,-2,-4,3,-14,9
CC(C)(C)c1[nH]nc2c1C(c1ccncc1)C(C#N)=C(N)O2 (stereo not given),1,-5,-13,0,0,-5,-4,-13,-2
O=C(NCCc1c[nH]c2ccccc12)C(F)(F)C(F)F,1,9,2,-1,-11,7,1,-23,9
COc1ccccc1OCC(=O)NC1CCSc2ccccc21 (stereo not given),0,-1,0,-8,3,10,1,-9,6
Cc1[nH]c2ccccc2c1C(=O)CN1C(=O)NC2(CC(C)CC(C)(C)C2)C1=O (stereo not given),4,6,8,0,3,-14,0,7,5
COC(=O)c1ccc(-c2noc(CN(Cc3ccncc3)CC3CCCO3)n2)cc1 (stereo not given),-11,-37,4,1,-1,16,-6,-20,5
CCCCC(=O)NNC(=O)N1c2ccccc2Sc2ccccc21,0,6,-2,3,9,27,0,-21,-11
NC(=O)c1ccc(N2CCC(C(N)=O)CC2)c([N+](=O)[O-])c1,3,18,-21,-3,-10,-2,-6,-13,-1
C=CCOc1ccc(/C(O)=C2\C(=O)C(=O)N(CCN(C)C)C2c2cccs2)cc1 (stereo not given),-2,15,-4,-7,-14,-16,-2,-7,3
COC(=O)N1c2ccccc2CCc2ccccc21,-1,6,11,-18,-12,-21,-5,-28,1
O=C(CSc1cccc(C(F)(F)F)c1)Nc1nnc(C2CC2)s1,1,13,-3,-11,-25,7,3,-6,-3
O=C(CSC(=S)N1CCCC1)N/N=C/c1c(O)[nH]c(=S)[nH]c1=O,-33,-50,3,7,-33,10,-4,-4,9
COc1cc2c(cc1OC)-c1nncn1C(C)(C)C2,-1,12,-3,1,-1,1,2,13,5
Cc1ncc(CO)c(CNc2ccc(Oc3ccccc3)cc2)c1O,-15,-10,-1,3,-7,20,4,-13,-9
COC(=O)c1sc(NC(=O)CSc2nnnn2-c2cccc(OC)c2)nc1C,1,20,-9,3,-3,7,-1,0,3
O=C1C=C(c2cc3ccccc3o2)C[C@@H](c2ccc(F)cc2)C1,2,14,9,-6,-13,3,5,-8,7
Cc1ccc(C)c(CN2CCN(c3ncccn3)CC2)c1,0,4,-12,-4,-3,28,-8,-2,-5
O=C(NC1CSCC1OC(=O)c1ccccc1)c1ccccc1 (stereo not given),1,16,-10,-4,0,11,-5,-4,-1
CCOC(=O)C[C@H]1c2ccccc2S(=O)(=O)N1Cc1cccc(C(F)(F)F)c1,0,6,15,1,11,18,-2,-12,-2
COc1ccc(CC(C(=O)Nc2cc(C)ccc2C)/C(N)=N/O)cc1 (stereo not given),2,0,-3,-7,-7,18,-11,-12,-3
Cc1c(C(=O)N2CCN(c3ccc(C(F)(F)F)cn3)CC2)oc2ccccc12,-2,19,16,2,20,16,-2,-13,1
# (further entries)
SMILES,SENP1 inh,SENP8 block-1,Apaf1 inhib,SENP8 block-2,PfG6PD inh,NLRP3 yeast inh,HKDC1 inhibitor,SENP6 block,SENP7 block
CC1CCCc2sc3nc(N4CCN(CCO)CC4)n4ncnc4c3c21 (stereo not given),-3,-5,18,-11,-6,-10,7,-10,-4
CN1CCN(S(=O)(=O)c2ccc(C#N)cc2)C(c2ccccc2)C1 (stereo not given),0,18,-4,-6,-6,6,-2,-9,-8
CCN1C(=O)[C@H]2[C@H]3CN=C(SCc4ccc(C#N)cc4)N3[C@@](C)(C(=O)OC)[C@H]2C1=O,1,9,5,nt,10,nt,-6,nt,2
COc1cccc(OCCCCSc2ncccn2)c1,0,18,13,-11,38,-5,1,-23,-8
CCCCCCCN1C=CC(=O)CC1,0,14,7,-7,-1,8,-4,-20,-13
COc1ccc(S(=O)(=O)N2CCC(NC(=O)C(Cc3cccc(OC)c3OC)NC(C)=O)CC2)cc1 (stereo not given),3,0,-3,-2,0,-2,-3,9,5
CCOc1cc(NC(=S)NCCCN(C)C)c(OCC)cc1NC(=O)c1cccs1,1,25,-3,2,-2,12,-3,-11,0
O=C(Nc1ccccc1F)c1ccc(Cn2cc(Cl)cn2)cc1,-1,2,2,-14,3,32,0,-21,-1
O=C(CSc1nnc(NC(=O)c2ccco2)s1)Nc1ccccc1F,2,-17,-4,-1,-42,2,1,-2,8
COc1cc(NS(=O)(=O)c2c(C)[nH]c(C)c2C(=O)N2CCCCC2)cc(OC)c1OC,3,-8,3,-5,-2,3,-5,-5,-13
O=C(C1CCC1)N1CCc2cc(S(=O)(=O)N3CCN(c4ccccn4)CC3)ccc21,1,28,24,-6,-10,20,2,-7,-5
Cc1cccc(C(=O)OCC(=O)N(CC(C)C)c2c(N)n(Cc3ccccc3)c(=O)[nH]c2=O)c1O,-7,-13,1,-6,6,-4,-5,-28,-7
COc1ccc(N2CC(C(=O)Nc3cc(C(F)(F)F)ccc3N3CCCC3)CC2=O)c(OC)c1 (stereo not given),1,7,16,-5,-2,-2,-3,-6,1
COc1cc(C(=O)NCC(=O)NCC(c2ccco2)N2CCCCC2)cc(OC)c1OC (stereo not given),2,10,8,-13,-8,7,-1,-15,-5
CC(=O)N1CCOc2ccc(S(=O)(=O)Nc3ccc(Cl)cn3)cc21,3,9,-1,-10,-22,9,-2,4,-1
CCc1ccc(-c2cc3c(=O)n(CC(=O)NCCCN4CCC(Cc5ccccc5)CC4)nc(C)n3n2)cc1,2,19,25,-22,-11,2,-4,-13,-1
CCc1nnc(NC(=O)c2cc(-c3ccccn3)nc3ccc(Br)cc23)s1,1,-2,32,0,-5,-2,7,-6,12
COC(=O)c1ccc(C23CC4(C2)[C@H](CN(C)[C@@H]4c2ccccc2)C3c2ccc(C(F)(F)F)cc2)cc1 (stereo not given in full),-5,12,37,-8,17,19,2,-6,7
COc1cccc(NC(=O)c2ccc(N3C(=O)C4CCC(C)CC4C3=O)cc2)c1 (stereo not given),0,4,22,-2,3,20,6,-4,0
CCCCN(CC)CCNC(=O)c1cc2c(=O)n(C)c3ccccc3c2s1,-1,-310,5,-11,8,6,3,1,-6
COC(=O)c1ccc(CN(Cc2ccc(C(=O)OC)o2)C(C)(C)C)o1,1,38,-6,3,5,9,-7,9,3
CC(C)(C)c1ccc(/C=C/C(=O)N2CCOCC2)cc1,-1,12,12,-16,8,2,-14,8,-10
CN(C)S(=O)(=O)c1ccc(C(=O)NCC(=O)N/N=C/c2ccco2)cc1,-1,0,-7,0,-5,-1,-8,-1,0
CCCCN(C)S(=O)(=O)c1ccc(C(=O)N=c2sc3cc(NC(C)=O)ccc3n2C)cc1,-32,-282,4,6,-5,7,-8,3,4
CCCCn1c2c(c(=N)c3c1CCC3)CCC2,1,20,0,4,-8,-2,-5,0,-1
# Following part
SMILES,SENP1 inh,SENP8 block-1,Apaf1 inhib,SENP8 block-2,PfG6PD inh,NLRP3 yeast inh,HKDC1 inhibitor,SENP6 block,SENP7 block
Cc1ccc(N2CC(C(=O)Nc3ccc(S(=O)(=O)N4CCCC4)cc3)CC2=O)cc1C (stereo not given),2,19,11,0,1,-1,-2,-24,10
COc1cccc(CC2(CO)CCCN(Cc3cc(F)ccc3-n3cccn3)C2)c1 (stereo not given),-2,8,21,-7,1,9,-4,16,2
COc1cc(OC)cc(N2CCN(S(=O)(=O)c3ccc(-n4cnnn4)cc3)CC2)c1,3,7,1,1,-4,4,-1,-3,10
CCCCN(C(=O)CCC(=O)Nc1cc(C)on1)C(C(=O)NC1CCCC1)c1ccccc1OCC (stereo not given),0,4,14,2,17,2,6,-16,10
COc1cc(NC(=O)CN(C)S(=O)(=O)c2ccc(-c3ccc(=O)[nH]n3)s2)cc(OC)c1,-1,-2,10,1,5,17,-5,-2,-2
N/C(=N\OC(=O)c1ccc(F)cc1)c1nonc1N,1,26,2,94*,-7,18,2,96*,98*
CCOc1ccc(CCNC(=O)Cn2ccc3ccccc3c2=O)cc1OCC,-1,-9,9,4,-4,-5,-2,-2,4
CC(=O)NC(c1ccccc1)c1cc(Cl)c2cccnc2c1O (stereo not given),0,16,-3,-11,11,36,-12,-4,11
CCN1CCN(c2ccc(S(=O)(=O)N3CCOCC3)cc2NC(=O)/C=C/c2ccc(OC)cc2OC)CC1,-9,-122,21,-13,1,14,0,-15,-5
CCS(=O)(=O)Nc1cc(C(=O)O)ccc1C,1,4,-7,4,5,7,-7,-2,9
O=C(CSc1nc2ccccc2o1)N/N=C/c1ccco1,1,7,-7,1,24,16,-5,5,-3
Nc1c(-c2ccc(Cl)cc2)cnn1-c1cc(C(F)(F)F)cc(C(F)(F)F)c1,1,-1,2,1,6,1,3,-9,1
Cc1ccc(F)cc1NC(=O)Cc1nn(C)c(=O)c2ccccc12,2,21,-8,0,-11,11,-5,-10,-9
COC(=O)N/N=C/c1cc(N=Nc2ccccc2)ccc1O,2,24,-9,7,-24,17,-9,20,3
Cc1cc(C)c(C(=O)N(C)CC2CCCN(CCc3ccccc3F)C2)o1 (stereo not given),-1,3,0,8,11,17,-6,-7,-6
O=C(C1=C(O)C(=O)N(CCN2CCOCC2)C1c1cccc(O)c1)c1cc2ccccc2o1 (stereo not given),-16,-31,4,3,-43,10,-6,2,-11
Cc1cc2ncn(/N=C/c3cc(Br)ccc3O)c2cc1C,nt,nt,8,-2,nt,21,nt,-12,2
CCC(C)(C)c1ccc(Oc2ccc(NC(=O)COC(=O)C3=COCCO3)cc2)cc1,0,16,13,-2,13,6,8,-24,3
Cc1ccc(C)c(C(=O)CCC(=O)NCc2ccc(Cl)cc2)c1,-7,3,8,0,3,15,1,13,2
CNC(=O)/C(=C\c1ccc2c(c1)OCO2)NC(=O)c1ccc(Br)cc1,-30,6,15,-5,0,-2,2,-9,0
CCOc1cc(/C=N/NC(=O)CSc2cccc3cccnc23)ccc1O,0,-310,-1,5,6,2,-2,-18,3

# Structures shown so far that contain a CF3 group, in the order listed:
SMILES,SENP1 inh,SENP8 block-1,Apaf1 inhib,SENP8 block-2,PfG6PD inh,NLRP3 yeast inh,HKDC1 inhibitor,SENP6 block,SENP7 block
O=C(CSc1cccc(C(F)(F)F)c1)Nc1nnc(C2CC2)s1,1,13,-3,-11,-25,7,3,-6,-3
CCOC(=O)C[C@H]1c2ccccc2S(=O)(=O)N1Cc1cccc(C(F)(F)F)c1,0,6,15,1,11,18,-2,-12,-2
Cc1c(C(=O)N2CCN(c3ccc(C(F)(F)F)cn3)CC2)oc2ccccc12,-2,19,16,2,20,16,-2,-13,1
COc1ccc(N2CC(C(=O)Nc3cc(C(F)(F)F)ccc3N3CCCC3)CC2=O)c(OC)c1 (stereo not given),1,7,16,-5,-2,-2,-3,-6,1
COC(=O)c1ccc(C23CC4(C2)[C@H](CN(C)[C@@H]4c2ccccc2)C3c2ccc(C(F)(F)F)cc2)cc1 (stereo not given in full),-5,12,37,-8,17,19,2,-6,7
Nc1c(-c2ccc(Cl)cc2)cnn1-c1cc(C(F)(F)F)cc(C(F)(F)F)c1,1,-1,2,1,6,1,3,-9,1
